# MT stabilizer = microtubule stabilizers in HeLa cells; HeLa tubulin immunostaining HCS, 24 h; share of cells brighter than vehicle mean+2SD; % tubulin-high responders, % at 10 µM; 0.83% of 200,000 active; AID 2205;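 active = plate Z-score above 3 for both tubulin-high and condensed-nucleus cell shares, with cell loss under 80%, at 10 µM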;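 also: anti alpha tubulin signal scored within the nucleus-defined area of each cell; some results filed as inactive read as strong as hits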
# CSM14.1 death rescue = rescue of cells from ER stress-induced death, primary screen, 384-well, CSM14.1, thapsigargin, ATP luminescence (AID 1222) | CSM14.1 thapsigargin-induced death rescue, ATP luminescence; higher % means a stronger effect | one-dose cellular ATP content (survival), % at 20 µM; EC50 in µM for titrated hits | 190,000 tested, under 10 active;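 active = EC50 below 50 µM in the dose-response confirmation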;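 also: death triggered by thapsigargin at about 15 µM added after 2 h compound pretreatment; cell ATP read after overnight thapsigargin exposure of roughly 18 to 22 hours; normalized against plate controls of thapsigargin alone and 5% DMSO vehicle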
# WT yeast gro inh = growth inhibition of WT yeast, mitochondrial fusion screen; mitochondrial fusion phenotypic screen, WT strain; inhibition, % at 10 µM; 2.1% of 190,000 active; AID 1362; in the data active = inhibition above about 58%; tested in S. cerevisiae
# bCat nuc transl = beta-catenin nuclear translocation modulation; HeLa beta-catenin nuclear translocation, immunofluorescence imaging; nuclear translocation activity, % at 5 µM; 0.3% of 190,000 active;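 active = nuclear translocation activity above 50% at 5 µM, with a well cell count of 50 or more; inconclusive = wells under 50 cells across six images, flagged as toxic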;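 also: per-cell ratio of nuclear to cytoplasmic median beta-catenin stain intensity; plate controls were DMSO negative control for no effect and GSK-3 inhibitor IX positive control for full effect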
#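 Assay system: human HeLa cells, native beta-catenin; doses: 5 µM primary, 0.02–20 µM confirmation; incubation: compound treatment 24 h, 37°C, 5% CO2; technique: fluorescence imaging of beta-catenin antibody stain plus DAPI; measure: % activation, nuclear-to-cytoplasmic median beta-catenin signal ratio per cell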
# XIAP displacement = small molecules displacing peptide from XIAP – biochemical, IAP family, fluorescence polarization (AID 1018); XIAP BIR domain, fluorescence polarization peptide displacement; higher % means a stronger effect; displacement, % at 20 µM, or IC50 in µM where a hit was titrated; 0.007% of 200,000 active; in the data active = displacement above about 50%; also: a part of the inactive calls stands beside numbers as strong as those of hits
# Dynein transport = dynein cargo transport inhibition. 3617.4 mouse cells, GR-EGFP nuclear translocation imaging; test concentration mostly 20 µM; stimulated with dexamethasone, 1 µM; stronger effect = lower value. z-score, hits read low. 0.47% of 220,000 active. AID 1381;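 active = plate z-score of nuclear minus cytoplasmic receptor signal below a set negative limit, without overly bright fluorescence or cell loss, cut at about -3.5 in these data, passing the limit was not always enough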;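 also: z-score of nuclear minus cytoplasmic ring GR-EGFP intensity difference per well; some compounds called inactive have numbers as strong as hits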
#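 Medium: Induction medium lacking tetracycline, stripped serum | Probe or stimulus: 1.0 µM final dexamethasone stimulus | Schedule: 48 h induction, then 1 h compound, then 30 min agonist, 37 °C | Signal: Automated 10x imaging of fixed Hoechst-stained cells | Evaluation: Per-cell GR-EGFP intensity, nucleus versus surrounding cytoplasmic ring, well-averaged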
# Insulin prom up = MIN6 insulin promoter up-regulation | MIN6 insulin promoter-GFP reporter, high-content imaging; stronger effect = higher value | z-score at 5 µM | 0.3% of 190,000 active | AID 1625;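 active = z-score above 3 at 5 µM with at least 500 cells counted in the well; inconclusive = wells under 500 cells, flagged as cytotoxic or low count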
# Autophagy mod = autophagy modulation, high-content screen. MEF GFP-LC3 puncta imaging; test concentration mostly 10 µM. calls only at 10 µM (by protocol). 0.98% of 190,000 active. AID 463193;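 active = percentage of spot-positive cells more than 3 SD above its plate mean, without a fluorescence outlier flag or 80% toxicity; inconclusive = no clear call, values can overlap the other calls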;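 also: spot-positive cell cutoff set from DMSO-treated cells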
# Hep lipid drop = hepatic lipid droplet formation modulation. AML12 mouse hepatocytes, oleate lipid droplets, BODIPY imaging. inhibition, % at 6.5 µM. AID 1656. 0.4% of 240,000 active;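 active = lipid droplet intensity inhibited by at least 50%, with more than 500 cells counted; inconclusive = wells with under 300 cells, treated as cytotoxic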
#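 Assay system: AML12 hepatocytes (mouse); Probe or stimulus: oleic acid at 100 µM to induce lipid droplet formation; Dosing: compound at 6.5 µM only; Schedule: compound with oleate, overnight; Detection: fluorescence imaging, 20x objective, two fields per well; Measure: % inhibition of lipid droplet signal.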
# WT yeast gro inh mutant strain = also measured in WT yeast gro inh; calls as there; inhibition, %; mitochondrial fusion phenotypic screen, mutant strain inhibition
# Dynein transport cytoplasmic EGFP = second read-out of Dynein transport, no call of its own (marks repeat the call); z-score; measured here: cytoplasmic GR-EGFP intensity; stronger effect = higher value
# Dynein transport nuclear GR-EGFP = also measured in Dynein transport; calls as there; z-score; measured here: nuclear GR-EGFP intensity;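 lower value marks the stronger effect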
# Dynein transport cell count = recorded beside Dynein transport, whose call it bears; z-score; measured here: cell count per field
# Insulin prom up cell count = second read-out of Insulin prom up, no call of its own (marks repeat the call); cell count; measured here: cytotoxicity, nuclei count;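 total cells summed across four imaged fields per well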
# Hep lipid drop cells 6.5 µM = further read-out of Hep lipid drop, marked with its call; cell count; measured here: cell count, cytotoxicity flag;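 cells counted across two imaged fields per well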
# bCat nuc transl cell count 5 µM = recorded beside bCat nuc transl, whose call it bears; cell count; measured here: cell count, cytotoxicity flag
# MT stabilizer Hoechst-high % = recorded beside MT stabilizer, whose call it bears; % Hoechst-high responders; measured here: nuclear condensation Hoechst responders;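 share of cells brighter than vehicle mean plus two SD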
# MT stabilizer cytotoxicity % = second read-out of MT stabilizer, no call of its own (marks repeat the call); toxicity, %; measured here: cytotoxicity by cell density;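 0% = mean cell density of plate MIN control wells and 100% = no cells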
# Autophagy mod cell loss 18 h = recorded beside Autophagy mod, whose call it bears; toxicity, %; measured here: cell loss, nuclei count;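 cell loss after 18 h compound exposure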
# Numbers without * were called inactive; i = inactive; ? = inconclusive; / = not tested or not shown. This is a random part of the collection (roughly 4% active in at least one column).
canonical_smiles	MT stabilizer	MT stabilizer Hoechst-high %	MT stabilizer cytotoxicity %	CSM14.1 death rescue	WT yeast gro inh	WT yeast gro inh mutant strain	bCat nuc transl	bCat nuc transl cell count 5 µM	XIAP displacement	Dynein transport	Dynein transport cytoplasmic EGFP	Dynein transport nuclear GR-EGFP	Dynein transport cell count	Insulin prom up	Insulin prom up cell count	Autophagy mod	Autophagy mod cell loss 18 h	Hep lipid drop	Hep lipid drop cells 6.5 µM
COc1ccc(F)cc1S(=O)(=O)NC1CCCC1	1.1	1.2	5.0	4.6%	-4	11	-2.9	1143	-7.0%	-0.28	-0.15	0.15	0.12	0.25	923	i	39	-7	742
S=c1[nH]nc(-c2cc(-c3ccccc3)n[nH]2)n1/N=C/C=C/c1ccccc1	/	/	/	/	/	/	2.3	898	/	0.38	-0.23	0.19	0.27	-1.4	1185	/	/	1	687
CCc1c(C)nc(N)c(C#N)c1-c1ccccc1	2.4	2.1	7.1	0.5%	5	1	0.6	1586	-0.4%	-0.48	-0.15	-0.31	0.22	0.01	1097	i	15	-3	655
CC(C)(C)Nc1nc(OCC#N)nc(N2CCCCC2)n1	2.8	1.9	2.5	0.2%	-10	-6	0.1	1078	-8.8%	-0.47	-0.31	-0.005	0.63	-2.1	1569	i	4	12	697
CC(=O)N(Cc1cccs1)Cc1cc2cc(C)c(C)cc2nc1Cl	2.5	1.4	5.3	-0.8%	25	-9	0.9	1041	-2.6%	0.058	-0.29	0.21	-0.25	-0.1	1283	i	2	-20	640
Cc1ccc(S(=O)(=O)n2ccc(-c3cccc(OCc4c(F)cccc4Cl)c3)n2)cc1	2.3	2.4	7.2	11%	-5	-14	/	/	-1.2%	-0.34	-0.23	-0.45	0.36	/	/	i	6	/	/
CCOC(=O)c1c(NC(N)=O)sc(C)c1C	1.3	2.2	11	/	30	45	-0.5	943	0.6%	0.43	0.12	0.29	0.22	0.71	1301	i	-3	13	662
Cc1cccc(NC(=S)N(CCN(C)C)Cc2cc3cc(C)ccc3[nH]c2=O)c1	2.1	2.2	11	-3.7%	-2	10	0.1	1048	-5.2%	-0.65	-0.22	-0.18	1.1	-0.11	1254	i	5	-5	693
O=C(Nc1cccc(S(=O)(=O)N2CCCCCC2)c1)c1cc(=O)c2ccccc2o1	4.9	4.5	7.9	-1.8%	12	10	-0.2	1082	-7.6%	-1.2	-0.16	-0.26	1	-0.02	1098	i	-5	6	665
Cc1cc([N+](=O)[O-])cc2c1-c1ncccc1C2=Nc1ccccc1	5.6	2.4	7.0	-1.2%	10	16	2.1	1098	-7.1%	-0.17	-0.29	-0.28	0.4	-0.29	1400	i	8	2	661
Cc1cccc(OCc2nnc3n2CCCCC3)c1	3.5	1.5	7.2	-0.9%	-16	-30	-1.0	1155	-1.5%	-0.82	-0.22	-0.14	0.75	-1.4	1085	i	-3	/	/
CCOC(=O)Cc1csc(NC(=O)CSc2cc(Cl)ccc2Cl)n1	1.3	4.2	9.0	1.4%	27	17	-4.7	566	2.3%	-0.23	-0.31	-0.2	0.57	0.04	1499	i	-7	-1	611
Cn1c(=O)[nH]c(=O)c2c1ncn2CCCc1ccccc1	12	3.0	8.3	1.4%	-22	-19	-2.9	1164	0.6%	-0.38	-0.23	-0.058	0.4	/	/	i	1	-16	692
Cc1nc(CCNC(=O)CC2C(=O)NCCN2Cc2ccccc2F)sc1C (stereo not drawn)	/	/	/	/	/	/	-1.0	1281	/	-0.73	-0.24	-0.32	0.048	0.27	1070	/	/	-3	710
COC(=O)C1=NN[C@H](C(=O)OC(C)(C)C)[C@H]1c1ccccc1	6.1	2.0	6.9	-1.9%	-1	-16	-3.6	636	-1.9%	-0.67	-0.27	0.22	0.74	?	/	i	6	23	782
CCOC(=O)c1c(NC(=O)COC(=O)Cn2cnc3ccccc32)sc2c1CCC(C)C2 (stereo not drawn)	3.0	1.8	3.5	9.3%	41	20	/	/	-6.3%	2.5	-0.092	1	-1.6	-0.68	1321	i	8	13	686
COc1ccc(-n2c(SC(C)C(=O)Nc3ncc(Cl)cc3Cl)nc3ccccc32)cc1 (stereo not drawn)	18*	16*	52*	3.4%	34	16	13	579	-1.6%	1.6	-0.24	1.1	-1.2	-1.2	1086	i	6	-26	610
Cc1cc(-c2ccco2)c(C#N)c2nc3ccccc3n12	2.9	4.5	8.2	0.4%	9	10	/	/	-6.6%	0.78	-0.14	0.74	0.63	/	/	i	-38	/	/
COc1ccc(/C(C)=N/NC(=S)NCc2ccco2)cc1	1.4	4.3	11	1.6%	30	29	-0.6	551	-2.6%	-0.65	-0.14	-0.51	0.44	0.21	1651	i	1	-2	708
O=S1(=O)CCN(OCc2ccc(Cl)cc2)CC1	2.1	2.1	2.6	/	2	-14	-0.4	1071	-2.2%	-0.34	-0.085	-0.23	0.67	0.02	1361	i	-1	0	725
CC(=O)Oc1cc2oc(=O)cc(C)c2cc1OC(C)=O	3.3	1.6	6.0	-0.8%	2	6	-5.6	829	0.5%	0.22	-0.2	0.55	0.38	1.5	1261	i	3	/	/
COc1cc(-c2nc3ccccn3c2/N=C/c2cc(OC)c(O)cc2Cl)ccc1O	5.7	2.2	4.1	14%	18	15	0.2	1071	-7.7%	0.23	-0.32	0.29	0.39	-0.48	1264	i	17	-4	661
COc1ccc(-c2csc(NC(=O)C3CCCCN3S(=O)(=O)c3ccccc3)n2)cc1 (stereo not drawn)	3.6	1.4	5.8	-1.4%	24	22	2.3	1457	-18%	1.6	0.088	1.2	-0.75	-1.7	897	i	1	/	/
O=C(CCCc1c[nH]c2ccccc12)NCc1cccs1	3.5	2.6	1.1	0.6%	-6	7	0.1	1082	-6.0%	-1.3	-0.33	-0.6	0.61	-0.22	1359	i	2	23	676
c1ccc(SCCc2ccncc2)cc1	2.0	1.8	2.6	-1.2%	-11	-2	-1.1	1389	-3.1%	-0.16	-0.26	0.026	1.1	-0.1	1565	i	-2	/	/
CC(C)c1cc(Br)ccc1OCCCN1C(=O)NC(C)(C)C1=O	2.6	2.5	0.3	0.2%	17	0	/	/	-14%	-0.12	-0.16	-0.0013	0.4	/	/	i	-4	7	836
Brc1csc(C=Nc2ccc3c(c2)OCCOCCOCCOCCO3)c1	2.8	3.2	1.9	-2.9%	-3	-48	-0.8	970	-3.8%	-0.74	-0.24	-0.68	0.89	-0.25	1291	i	1	-1	586
Cc1ccc(NC(=S)N2CCN(Cc3ccccc3)CC2)cc1	1.8	2.1	7.6	-1.7%	-5	-1	-0.3	1086	-0.7%	-0.61	0.022	-0.38	0.51	-1.5	1102	i	7	-14	752
C=CCc1cc(/C=C2/NC(=O)N(CC)C2=O)cc(OCC)c1OCc1ccc(C(=O)O)cc1	4.0	3.6	6.7	-2.3%	8	-1	3.9	578	-4.4%	-0.45	-0.15	-0.25	1.4	-0.16	1367	i	-9	-2	621
O=C(NCCc1ccccc1F)C1CCCN1S(=O)(=O)c1ccc2ccccc2c1 (stereo not drawn)	3.8	2.7	8.3	0.5%	11	0	1.4	522	4.0%	0.17	-0.26	-0.026	0.27	/	/	i	1	-6	769
CCC(C)NC(=O)c1ccc(CSCc2cccc(F)c2)o1 (stereo not drawn)	2.2	2.0	11	2.0%	6	-14	/	/	-14%	0.74	-0.18	0.81	-0.36	0.64	985	i	-2	6	792
O=c1[nH]c2cc3c(cc2cc1C(c1nnnn1Cc1ccccc1)N1CCCc2ccccc21)OCO3 (stereo not drawn)	6.3	2.5	6.6	2.9%	21	1	-1.0	1249	-3.1%	1.1	-0.22	0.36	-1.1	0.59	1215	i	3	19	769
CCOC(=O)c1c(C)[nH]c(C(=O)COC(=O)c2ccc(O)cc2)c1C	/	/	/	/	/	/	-1.8	1155	/	0.97	-0.2	0.32	-0.83	-0.14	1388	/	/	-8	726
CCO[C@@H]1OC(C(=O)NCc2ccccc2)=C[C@H](c2coc3ccccc3c2=O)[C@H]1CCCO	1.5	1.7	4.7	5.2%	-3	-10	-2.5	1101	-2.7%	-0.095	-0.28	0.32	-0.43	/	/	i	13	29	648
CC(CC(=O)Nc1ncc([N+](=O)[O-])s1)c1ccccc1 (stereo not drawn)	2.7	2.6	0.8	0.6%	52	33	-1.4	1028	0.2%	-1	-0.15	-0.73	-0.071	-0.32	1364	i	0	-33	653
COCCCNC(=O)CN1C(=O)/C(=C/c2ccccc2)Sc2ccccc21	/	/	/	/	/	/	0.3	1379	/	-0.56	-0.24	0.5	-0.41	-0.09	1036	/	/	0	661
O=C(Nc1cccc2nsnc12)C1CC(=O)N(c2ccccc2)C1 (stereo not drawn)	1.8	4.4	8.7	1.3%	-8	-6	-2.2	1085	-14%	-1.7	0.065	-0.76	0.84	1.2	1224	i	9	8	814

# Screens from PubChem BioAssay.
